# Compound activity from PubChem.
# dFosB activator = enhances mouse delta FosB homodimer DNA binding; activation, % at 25 µM; 340,000 compounds, 0.99% hits; purified delta FosB, TAMRA-CDK5 oligo fluorescence polarization; percent of positive-control signal above neutral wells;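 active means mean activation above about 17%, with every replicate also reaching it, limit read from the data, passing the limit was not always enough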;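 further: fluorescence polarization rise as delta FosB binds a TAMRA Cdk5 AP-1 oligo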
# Target sequence (P13346 whole entry, looked up): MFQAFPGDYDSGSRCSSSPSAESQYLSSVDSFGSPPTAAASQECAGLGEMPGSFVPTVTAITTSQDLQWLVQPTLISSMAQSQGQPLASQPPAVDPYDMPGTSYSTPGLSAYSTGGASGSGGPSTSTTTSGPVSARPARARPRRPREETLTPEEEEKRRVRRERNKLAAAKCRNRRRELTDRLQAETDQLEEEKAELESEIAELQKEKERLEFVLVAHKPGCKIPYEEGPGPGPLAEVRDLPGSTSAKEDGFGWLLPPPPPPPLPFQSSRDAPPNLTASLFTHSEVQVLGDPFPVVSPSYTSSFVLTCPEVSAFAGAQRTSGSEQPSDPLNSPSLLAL
# Wnt act = activates Wnt/beta-catenin signaling in a reporter cell assay | activator, plate reader | activation, % at 9.35 µM | 300,000 compounds, 1.2% hits | AID 743398; in the data active means activation above about 30%, passing the limit was not always enough;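 further: 0% = neutral control wells and 100% = positive control wells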
# MITF act = activators of MITF-driven TRPM1 promoter activity in SK-MEL-5 cells | SK-MEL-5 TRPM1-promoter luciferase, 24 h; % of positive control, neutral wells = 0 | activation, % at 12.5 µM | 300,000 compounds, 0.75% hits;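 active means mean activation of at least 80% with every replicate also reaching 80%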;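 further: 0% = neutral control wells and 100% = parthenolide positive control wells; values of inactives mirror those of a sister screen read the other way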
# cardiac RTF act = increases calcium sensitivity of human cardiac regulated thin filaments; IANBD-labeled TnC RTF fluorescence at EC20 calcium; 0% EC20 calcium, 100% full calcium; activation, % at 7.2 µM; 340,000 compounds, 0.24% hits; AID 493008;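 active means activation above the mean over all tested compounds plus 3 SD, cut at about 30% in these data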;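 further: rise in fluorescence read as greater calcium sensitivity of cardiac thin filaments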
# V-ATPase pHluor = alters yeast V-ATPase proton transport; S. cerevisiae, pHLuorin cytosolic pH fluorescence; response, % at 10 µM; 350,000 compounds, 0.37% hits; in the data active means response mostly above about 7.3%, no sharp cut-off; inactive means mostly below about 5.4%; further: actives read high; inactives centre near 0; some compounds called inactive have numbers as strong as hits
# CAL PDZ FP-1 = blocks peptide binding to the human CAL PDZ domain; Q9HD26; purified CAL PDZ, TMR-peptide fluorescence polarization, 1 h; inhibition, % at 24.9 µM; 300,000 compounds, 0.92% hits; AID 602252;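 active means mean inhibition of at least 30% with at least half of replicates also reaching 30%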;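 further: 0% = DMSO neutral control and 100% = excess unlabeled competitor peptide PRC23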
# Tat export inh = blocks Tat-dependent protein export in E. coli; AID 488895; inhibition, % at 10 µM; E. coli MC4100 TorA-mCherry Tat export, fluorescence; 340,000 compounds, 0.036% hits;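 active means mean replicate inhibition at least 50% and at least half of replicates individually reaching 50%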;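 further: exported cargo escapes ClpAP degradation while cytoplasmic cargo is degraded and loses fluorescence; 0% = median of neutral control wells and 100% = median of NaSCN control wells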
# CDK5 p35 inh = blocks human CDK5/p35 kinase activity. Q00535+Q15078. 330,000 compounds, 0.01% hits. inhibition, % at 10 µM. Recombinant CDK5/p35, ADP-Glo luminescence, 60 min;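 active means highest replicate inhibition of at least 50% and at least 75% of replicates reaching 50%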;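 further: plate controls were DMSO neutral control for no effect and GW8510 at 10 µM for full effect; many of its hits are not listed in these tables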
# CAL PDZ FP-2 = inhibitors of human CAL PDZ peptide binding. inhibition, % at 20 µM. AID 504414. Q9HD26. purified CAL PDZ, TMR-peptide fluorescence polarization, 1 h. 330,000 compounds, 0.02% hits;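 active means highest replicate inhibition of at least 40%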;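 further: plate controls were DMSO neutral control wells for no effect and unlabeled competitor peptide control wells for full effect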
#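 Test system: tagged CAL PDZ domain / Buffer or medium: sodium phosphate/NaCl buffer pH 7.4 with TCEP, IgG, Thesit / Reagent: TMR-labelled reporter peptide T*-PRC34 bound in PDZ groove / Compound dosing: single point, 20 µM / Schedule: 1 h incubation at room temperature before polarization reading / Technique: fluorescence polarization (mP) / Benchmarks: unlabelled peptide, DMSO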
# Rtt109 HAT inh = C. albicans Rtt109 histone acetyltransferase inhibition | purified Rtt109/Vps75, ThioGlo CoA-SH fluorescence, 4 h | 330,000 compounds, 0.16% hits | inhibition, % at 34.9 µM | Q5AAJ8;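 active means inhibition of at least 50% in every replicate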
# Target sequence (Q5AAJ8 whole entry, looked up): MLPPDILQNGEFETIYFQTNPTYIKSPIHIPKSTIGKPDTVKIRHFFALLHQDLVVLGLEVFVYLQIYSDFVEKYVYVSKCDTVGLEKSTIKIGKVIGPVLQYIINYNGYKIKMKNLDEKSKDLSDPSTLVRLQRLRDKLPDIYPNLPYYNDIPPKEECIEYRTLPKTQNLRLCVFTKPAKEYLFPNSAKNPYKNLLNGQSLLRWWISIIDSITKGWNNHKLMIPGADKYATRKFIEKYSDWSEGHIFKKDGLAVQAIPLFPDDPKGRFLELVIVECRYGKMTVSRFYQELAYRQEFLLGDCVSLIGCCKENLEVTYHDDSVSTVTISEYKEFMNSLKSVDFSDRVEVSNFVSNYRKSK
# Numbers without * were called inactive; nt = not tested or not shown. Compounds as they come. Share with any hit: about 4.1%.
CAL PDZ FP-2,dFosB activator,MITF act,V-ATPase pHluor,Wnt act,Tat export inh,cardiac RTF act,CDK5 p35 inh,CAL PDZ FP-1,Rtt109 HAT inh,SMILES
-0.7,-20.2,-64.3,-2.9,-2.4,9.1,-3.3,0.2,-5.3,-11.7,CCCCC[C@H](O)/C=C/C1C(=O)C=C[C@H]1C/C=C\CCCC(=O)OC (stereo partly specified)
-2.8,-6.8,12.6,1.1,-2.7,8.7,5.6,2.3,1.0,16.9,CCN(CC)C(=O)COc1ccc(-c2nnc(N3CCCCC3)c3ccccc23)cc1
0.2,0.0,4.5,2.2,-1.3,-1.6,-4.6,-13.3,-3.2,9.4,CCOc1ccc(NC(=O)COC(=O)c2cc(C)oc2C)cc1
-1.0,-4.3,nt,4.1,5.9,-3.8,-4.6,0.3,-3.5,-5.9,Cc1nc(C)c(C(=O)C2=C(O)C(=O)N(CCN(C)C)C2c2ccco2)s1 (stereo unspecified)
-0.8,5.8,-5.5,-2.4,0.0,5.1,4.7,2.5,-1.3,9.8,CCn1c(SC(C)C)nnc1C1CCN(S(=O)(=O)c2ccc(OC)cc2)CC1
-0.5,-7.0,-0.7,-5.4,2.1,7.7,-5.8,-1.2,-0.5,8.8,Cc1ccc2nc(Nc3ccc(Cl)cc3)c3nncn3c2c1
-1.5,-3.3,-11.2,-0.3,nt,1.3,-0.1,-2.0,-0.2,2.7,O=C(NC1CCCCC1)C(c1ccc2ncccc2c1)N(Cc1ccc(F)cc1)C(=O)c1cccs1 (stereo unspecified)
-0.7,4.1,0.5,-0.1,0.9,-7.5,-2.2,0.9,1.7,-5.5,CCOC(=O)Cn1nc(/C=C/c2ccc(C)cc2)ccc1=O
-2.6,10.2,-0.6,-8.7,-0.3,-1.4,3.0,-0.5,-1.5,nt,COc1ccc(Br)cc1C(=O)N/N=C/c1ccc2c(c1)n(C)c(=O)n2C
-2.2,1.7,-5.1,-2.8,0.3,4.8,9.7,-3.4,-1.0,-1.9,Cn1c(SCCN2CCCC2)nnc1C1CCN(S(=O)(=O)c2cccc(F)c2)CC1
0.7,-1.6,4.1,0.4,-1.2,2.7,-1.2,0.9,-4.3,-3.3,COc1ccccc1CN(C)C(=O)CN1CCN(S(=O)(=O)c2ccc3c(c2)OCCCO3)CC1
-0.6,-1.8,-1.6,-1.4,-1.7,-10.3,3.3,2.2,-1.1,25.1,Cc1cccc(OCC(=O)NC(=S)NNC(=O)c2ccncc2)c1
0.5,0.1,6.5,4.5,nt,-4.6,0.7,-0.9,-8.7,-2.7,NC(=O)NCC12CC3CC(CC(C3)C1)C2
-0.2,2.7,-3.1,-2.5,0.1,3.4,0.6,-1.3,-1.9,-4.4,Cc1ccnc(NC(c2ccncc2)c2c(C)[nH]c3ccccc23)c1 (stereo unspecified)
-1.7,6.7,2.3,0.5,1.2,-0.7,1.2,0.8,-2.5,-7.4,O=[N+]([O-])c1ccccc1Oc1ccccc1Cl
-0.3,8.9,94.0*,0.0,0.9,-6.5,3.1,-0.5,1.1,-0.4,CCCc1ccc(OCc2nc(-c3ccc(NC(=O)c4cccs4)cc3)no2)cc1
-0.3,6.2,-10.0,-3.5,-2.4,-9.1,1.6,-1.3,-0.3,0.2,CC1(C)Cc2nc3oc4c(=O)n(CC(=O)Nc5cccc(Cl)c5)cnc4c3cc2CO1
-1.1,-1.0,4.9,0.7,3.0,-1.3,-4.6,-0.1,-2.4,-11.5,O=C(NC(Cc1c[nH]c2ccccc12)C(=O)O)c1ccc2c(c1)OCO2 (stereo unspecified)
-0.7,1.0,7.5,-1.5,nt,4.5,0.4,1.7,2.9,2.4,Cc1cccc(Oc2ncnc3onc(C)c23)c1
-0.3,0.3,5.2,-0.3,-1.1,5.6,15.9,-0.8,-2.3,-5.7,COc1ccc(S(=O)(=O)Nc2cc(C)on2)cc1
0.6,-4.8,nt,-2.0,-20.2,1.5,-3.4,-0.2,-1.9,1.2,COc1cc2c(c(OC)c1OC)-c1ccc(SC)c(=O)cc1C(NC(=O)C(F)(F)F)CC2 (stereo unspecified)
1.0,-15.9,12.7,-1.6,nt,0.0,0.8,-3.5,-3.2,-0.6,Clc1ccc(/C=N/c2c(-c3ccc(Cl)cc3)nc3n2CCS3)cc1
-3.7,-8.3,-2.4,-2.4,2.4,20.2,11.5,1.4,0.5,-4.8,CC1C(=O)N2CCCc3cc(NC(=O)c4ccccc4F)cc1c32 (stereo unspecified)
-4.1,-5.0,-15.2,-3.4,8.4,-4.4,-7.2,-1.4,-4.0,-8.2,O=C(Cc1n[nH]c(=O)c2ccccc12)Nc1cc(C(F)(F)F)ccc1-n1cncn1

# One compound at a time, from the list above. Order of screens: CAL PDZ FP-2, dFosB activator, MITF act, V-ATPase pHluor, Wnt act, Tat export inh, cardiac RTF act, CDK5 p35 inh, CAL PDZ FP-1, Rtt109 HAT inh
# NC(=O)NCC12CC3CC(CC(C3)C1)C2 is entered as 0.5, 0.1, 6.5, 4.5, nt, -4.6, 0.7, -0.9, -8.7, -2.7
# Cc1ccnc(NC(c2ccncc2)c2c(C)[nH]c3ccccc23)c1 (stereo unspecified) is entered as -0.2, 2.7, -3.1, -2.5, 0.1, 3.4, 0.6, -1.3, -1.9, -4.4
# CC1C(=O)N2CCCc3cc(NC(=O)c4ccccc4F)cc1c32 (stereo unspecified) is entered as -3.7, -8.3, -2.4, -2.4, 2.4, 20.2, 11.5, 1.4, 0.5, -4.8

# Additional entries follow:
CAL PDZ FP-2,dFosB activator,MITF act,V-ATPase pHluor,Wnt act,Tat export inh,cardiac RTF act,CDK5 p35 inh,CAL PDZ FP-1,Rtt109 HAT inh,SMILES
-0.2,-3.2,33.1,1.3,20.1,2.3,-6.7,-0.3,-3.0,6.5,Cc1cc(C(=O)CSc2ncccn2)c(C)n1Cc1ccco1
-0.5,-7.5,-2.9,-0.2,0.7,23.4,-1.1,-0.2,7.7,2.8,Cc1cccc(C)c1NC(=O)CCS(=O)(=O)c1ccc(Br)cc1
-1.6,-7.0,-2.1,0.3,-0.9,1.6,1.4,-3.1,-3.6,0.6,CC1(C)C(=O)Nc2ccccc2N1C(=O)COC(=O)c1cc(S(=O)(=O)N2CCOCC2)ccc1F
-0.1,1.6,10.7,-2.1,1.5,-9.6,4.2,-1.3,-0.6,4.2,CCN(CC)c1nc(Oc2ccc(C(=O)NN)cc2)nc(Oc2ccc(C(=O)NN)cc2)n1
-3.6,-1.0,57.8,-10.1,-6.3,4.1,1.9,0.4,-1.7,0.4,O=C(COC(=O)c1ccccc1Br)NC1CCCC1
0.2,5.9,nt,1.6,3.8,-6.0,-5.2,5.9,nt,-10.2,CC(=O)Nc1ccc(S(=O)(=O)NCC2CCCO2)cc1 (stereo unspecified)
-1.8,-5.7,9.8,-2.5,0.2,-2.0,-2.2,-1.1,-2.8,4.5,CC(C)(C)c1ccc(C2SCC(=O)N2c2cccc(C(=O)O)c2)cc1 (stereo unspecified)
-0.4,-3.9,22.1,-0.3,nt,7.3,5.6,1.9,-2.0,1.8,O=C(NC1CCN(Cc2ccccc2)CC1)c1cccc(S(=O)(=O)Nc2cc(C(F)(F)F)ccc2Cl)c1
-2.8,-7.1,-10.7,-0.5,nt,2.6,9.3,-3.0,-3.9,-5.3,Cn1c(=O)c([N+](=O)[O-])c(NCC(O)c2ccccc2)c2ccccc21 (stereo unspecified)
-0.6,0.1,-9.4,0.2,nt,-6.9,3.5,-1.0,0.6,-13.6,Cc1ccc(Cl)cc1NC(=S)NCc1cccn1C
0.5,6.6,-6.8,0.6,-1.0,-7.0,-3.5,0.8,1.3,9.0,CN(C)C(=O)C1Cc2ccccc2CN1S(=O)(=O)c1cccs1 (stereo unspecified)
-0.8,-11.7,-11.1,3.8,1.9,-2.4,-1.4,0.6,nt,4.9,CC(C)(C)NC(=O)C(c1ccc(O)cc1)N(C(=O)CCC(=O)Nc1nccs1)c1cccc(F)c1 (stereo unspecified)
-0.3,0.5,4.2,1.1,nt,2.1,1.9,0.4,0.5,-4.1,CC(C)(C)C(=O)Nc1ccccc1C(=O)NCc1ccco1
-0.5,2.9,7.7,0.9,nt,-9.8,0.6,0.5,-3.1,-14.8,O=C(O)CCC(=O)N1CCN(c2ccccn2)CC1
-1.8,-17.5,14.6,0.8,3.8,-4.6,0.1,nt,-3.5,-1.3,COc1cccc(CNC(=O)C2CCN(S(=O)(=O)c3ccc4c(c3)NC(=O)C(C)S4)CC2)c1 (stereo unspecified)
-1.0,0.8,-5.6,-0.5,5.4,4.5,5.6,-2.8,nt,1.9,Cc1noc2ncnc(Oc3cc(Cl)ccc3Cl)c12
-1.6,-2.7,6.6,-0.2,-4.0,4.4,2.0,0.4,-4.5,-21.4,COc1ccc2c(c1)CC/C(=C/c1cc(OC)c(OC)c(OC)c1)C2=O
0.2,-7.0,nt,7.1,-2.2,5.9,-2.2,-0.2,37.1*,-6.2,CCOc1cccc(N2CCN(CCNC(=O)Nc3ccc(C)cc3)CC2)c1C
-0.9,-7.9,-2.5,3.7,-5.0,0.2,-3.8,0.3,-3.9,-3.2,O=C(COc1ccccc1)NNc1nc2ccccc2s1
-2.1,2.2,5.5,1.9,2.8,-3.0,-2.5,0.7,-3.7,3.2,Cc1cnc(C(=O)OCC(=O)N(C)CC(=O)Nc2ccccc2Cl)cn1
-0.5,-2.0,1.0,-0.8,-3.9,-4.2,6.8,-0.5,nt,6.4,CC(=O)SC1CC(=O)C=C2CCC3C4CCC(=O)OC4(C)CCC3C21C (stereo unspecified)
-1.7,-7.8,6.7,0.6,nt,5.3,4.0,-1.5,2.7,-2.0,Cn1c(N)c(C(=O)COC(=O)c2ccc(Br)o2)c(=O)n(C)c1=O
-1.9,-6.8,-3.9,-0.4,-2.4,2.8,-2.5,1.7,0.8,19.3,CCOCCCn1c(=S)[nH]c2cc(C(=O)NC3CCCCC3C)ccc2c1=O (stereo unspecified)
-0.2,-12.1,15.5,3.4,4.6,-5.3,4.9,0.6,-0.8,-6.5,CC1CCN(C(=O)COc2ccc(S(=O)(=O)N3CCCC3)cc2)CC1
0.5,-5.6,-7.8,1.4,3.2,-4.2,-1.4,1.5,-0.8,0.3,CC1(C(=O)O)CCC(C(=O)Nc2ccc(Cl)c(Cl)c2)C1(C)C (stereo unspecified)
-1.1,-2.5,-3.7,-1.7,37.3*,9.1,-0.3,0.2,-3.0,-2.2,CCCC12CN3CCN(CC(C3)/C1=N\NC(=O)c1ccccc1N)C2
0.9,-16.0,8.4,0.9,-0.5,28.2,-1.4,0.5,5.3,16.0,COC(=O)c1sc(NC(=O)COc2c(C)cccc2C)nc1C
-0.1,-0.3,14.5,1.6,nt,3.0,-0.6,0.0,1.2,-1.4,CC(=O)N1CCN(Cc2nc3cc(NC(=O)Cn4nc(C)c5ccccc5c4=O)ccc3n2C)CC1
-1.3,-5.5,-2.1,6.9,-3.8,0.0,6.1,0.6,-0.6,-3.0,NC(=O)NC(Cc1ccccc1)c1ccccc1 (stereo unspecified)
-1.8,-4.7,3.6,-1.2,-1.1,-5.6,0.3,-0.9,-7.5,1.2,O=C(NCCCCO)c1ccc2c3c(cccc13)CC2
-0.8,-11.9,-3.9,1.9,-4.1,2.8,-1.4,0.5,0.0,-4.7,COc1ccc(C)cc1NC(=O)CNC(C)C(=O)Nc1cc(Cl)ccc1Cl (stereo unspecified)
